Assay outcomes from PubChem.
FXIIa inh = inhibitors of human coagulation factor XIIa; inhibition, % at 10 µM; 0.2% of 33,000 active; purified human FXIIa, AMC substrate fluorescence, 2 h; AID 701; in the data active = inhibition above about 30%;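 note: 0% = enzyme with vehicle only and 100% = no enzyme blank; many of its hits are not listed in these tables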
FXIa inh = inhibitors of human coagulation factor XIa; P03951; purified human FXIa, fluorogenic AMC substrate cleavage; inhibition, % at 10 µM; 0.3% of 33,000 active; AID 687;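 active = inhibition above 40% in the primary screen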;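 note: 0% = enzyme without compound and 100% = blank wells lacking enzyme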
Target sequence (P03951 19-387 limits assumed): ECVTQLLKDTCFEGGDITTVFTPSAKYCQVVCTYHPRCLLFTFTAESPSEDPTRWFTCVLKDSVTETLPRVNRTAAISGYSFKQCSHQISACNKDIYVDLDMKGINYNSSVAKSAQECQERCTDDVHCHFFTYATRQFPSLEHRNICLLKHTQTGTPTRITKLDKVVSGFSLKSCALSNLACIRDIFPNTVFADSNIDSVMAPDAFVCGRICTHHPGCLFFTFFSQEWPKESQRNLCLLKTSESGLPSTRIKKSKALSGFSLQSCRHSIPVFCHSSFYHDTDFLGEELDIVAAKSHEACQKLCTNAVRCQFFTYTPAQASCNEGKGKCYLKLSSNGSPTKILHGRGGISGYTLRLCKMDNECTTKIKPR
Target sequence (P03951 388-625 limits assumed): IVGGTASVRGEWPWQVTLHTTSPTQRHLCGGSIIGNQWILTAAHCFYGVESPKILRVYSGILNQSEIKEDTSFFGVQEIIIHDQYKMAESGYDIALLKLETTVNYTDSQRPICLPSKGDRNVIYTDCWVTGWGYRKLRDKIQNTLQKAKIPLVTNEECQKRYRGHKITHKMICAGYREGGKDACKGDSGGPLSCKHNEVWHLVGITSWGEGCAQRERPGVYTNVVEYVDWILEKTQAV
* = called active by the depositor. A portion of the library; the hit share may differ from the screen's.

The first 22 compounds as a preview:
SMILES | FXIIa inh | FXIa inh
c1coc(CN2CCN(C(c3cccs3)c3nnnn3C3CCCC3)CC2)c1 (configuration not stated) | -3 | -7
COc1ccc(S(=O)(=O)NCC(=O)N(CC(=O)NCC2CCCO2)c2c(C)cccc2C)cc1 (configuration not stated) | 3 | -2
Cc1ccc(CNC(=O)C2CCC(CNc3c(N4CCOCC4)c(=O)c3=O)CC2)cc1 (configuration not stated) | 9 | 3
CN(C)c1nc(N)nc(-c2nc3ccccc3s2)n1 | 6 | 2
O=C1c2ccccc2C(Nc2ccc(S(=O)(=O)N3CCCCCC3)cc2)N1c1ccccn1 (configuration not stated) | 3 | 4
CCN1C(=O)/C(=C2\C=Cc3cc(C)ccc3N2CC)OC1=S | 1 | -1
CCc1ccc(N2CC(C(=O)Nc3nnc(CC)s3)CC2=O)cc1 (configuration not stated) | 3 | 0
COc1ccc(S(=O)(=O)N2CCCC(C(=O)Nc3ccc4c(c3)OCCO4)C2)cc1 (configuration not stated) | 6 | 0
O=C(COCCOCC(=O)N(c1ccccn1)C1CCCCC1)N(c1ccccn1)C1CCCCC1 | 3 | 6
COc1ccc(NC(=O)N2CCCC2C(=O)NCc2ccc(F)cc2)cc1 (configuration not stated) | 1 | 0
C=CCc1c(C)nc(SCC(=C)C)[nH]c1=O | 3 | 0
CCCCC(=O)Nc1ccc(C(=O)Nc2nnc(COC)s2)cc1 | 7 | 8
Cc1c(NC(=O)C(C)OC(=O)CNC(=O)c2ccc(C(C)(C)C)cc2)c(=O)n(-c2ccccc2)n1C (configuration not stated) | 7 | -10
CC(C)CC1CC(=O)OC1(C)C(=O)CSc1nc2ccccc2s1 (configuration not stated) | -12 | 27
CC1C(=O)CCN(C(C)(C)C)C1C (configuration not stated) | 4 | -5
CS(=O)(=O)NCCC1=CCCCC1 | -12 | 0
Cc1sc2ncnc(NCC(C)(C)N3CCOCC3)c2c1C | 4 | 1
CC(C)CCn1c(N2CCOCC2)nc2c1c(=O)n(CC(N)=O)c(=O)n2C | 2 | 3
O=C(Cn1nnc(-c2ccccc2)n1)N=Nc1c(O)[nH]c2ccccc12 | 8 | 6
Cc1nn(C)c(C)c1S(=O)(=O)N1CCC(C(=O)NC2CCCCC2)CC1 | 5 | -6
O=c1oc2ccccc2c(Nc2ccc3ccccc3c2)c1[N+](=O)[O-] | 3 | 5
Cc1nn(Cc2ccc(C(=O)Nc3ccccc3C(F)(F)F)o2)c(C)c1Br | 8 | 1

Main list (from the top)
SMILES | FXIIa inh | FXIa inh
c1coc(CN2CCN(C(c3cccs3)c3nnnn3C3CCCC3)CC2)c1 (configuration not stated) | -3 | -7
COc1ccc(S(=O)(=O)NCC(=O)N(CC(=O)NCC2CCCO2)c2c(C)cccc2C)cc1 (configuration not stated) | 3 | -2
Cc1ccc(CNC(=O)C2CCC(CNc3c(N4CCOCC4)c(=O)c3=O)CC2)cc1 (configuration not stated) | 9 | 3
CN(C)c1nc(N)nc(-c2nc3ccccc3s2)n1 | 6 | 2
O=C1c2ccccc2C(Nc2ccc(S(=O)(=O)N3CCCCCC3)cc2)N1c1ccccn1 (configuration not stated) | 3 | 4
CCN1C(=O)/C(=C2\C=Cc3cc(C)ccc3N2CC)OC1=S | 1 | -1
CCc1ccc(N2CC(C(=O)Nc3nnc(CC)s3)CC2=O)cc1 (configuration not stated) | 3 | 0
COc1ccc(S(=O)(=O)N2CCCC(C(=O)Nc3ccc4c(c3)OCCO4)C2)cc1 (configuration not stated) | 6 | 0
O=C(COCCOCC(=O)N(c1ccccn1)C1CCCCC1)N(c1ccccn1)C1CCCCC1 | 3 | 6
COc1ccc(NC(=O)N2CCCC2C(=O)NCc2ccc(F)cc2)cc1 (configuration not stated) | 1 | 0
C=CCc1c(C)nc(SCC(=C)C)[nH]c1=O | 3 | 0
CCCCC(=O)Nc1ccc(C(=O)Nc2nnc(COC)s2)cc1 | 7 | 8
Cc1c(NC(=O)C(C)OC(=O)CNC(=O)c2ccc(C(C)(C)C)cc2)c(=O)n(-c2ccccc2)n1C (configuration not stated) | 7 | -10
CC(C)CC1CC(=O)OC1(C)C(=O)CSc1nc2ccccc2s1 (configuration not stated) | -12 | 27
CC1C(=O)CCN(C(C)(C)C)C1C (configuration not stated) | 4 | -5
CS(=O)(=O)NCCC1=CCCCC1 | -12 | 0
Cc1sc2ncnc(NCC(C)(C)N3CCOCC3)c2c1C | 4 | 1
CC(C)CCn1c(N2CCOCC2)nc2c1c(=O)n(CC(N)=O)c(=O)n2C | 2 | 3
O=C(Cn1nnc(-c2ccccc2)n1)N=Nc1c(O)[nH]c2ccccc12 | 8 | 6
Cc1nn(C)c(C)c1S(=O)(=O)N1CCC(C(=O)NC2CCCCC2)CC1 | 5 | -6
O=c1oc2ccccc2c(Nc2ccc3ccccc3c2)c1[N+](=O)[O-] | 3 | 5
Cc1nn(Cc2ccc(C(=O)Nc3ccccc3C(F)(F)F)o2)c(C)c1Br | 8 | 1
CCOC(=O)N1CCC(NC(=O)c2oc3c(c2C)-c2[nH]ncc2CC3)CC1 | 7 | -11
CC(=O)Nc1ccc(N2CCN(Cc3ccccc3F)CC2)cc1 | 9 | 5
O=C(CC1COc2ccccc2O1)Nc1ccccn1 (configuration not stated) | -20 | 0
O=c1c2cnn(-c3ccc(F)cc3)c2ncn1Cc1ccccc1 | 6 | 7
CCCNC1CCS(=O)(=O)C1 (configuration not stated) | 5 | 8
Cc1ccccc1CNC(=O)c1ccccc1 | -2 | -5
Cc1nnc(NC(=O)Cc2ccc(OCc3c(C)noc3C)cc2)s1 | -3 | -4
O=C(C1CCCCC1)N1CCN(C(=O)C2CCCCC2)CC1 | 0 | 2
CC(=O)NC(CC(C)C)C(=O)NC(Cc1ccccc1)C(N)=O (configuration not stated) | 4 | -3
CCC(=O)c1cn(CC(=O)OC)c2ccccc12 | 6 | 3
Cc1cccc(CN2CCN(CC(=O)NCc3cccs3)C2=O)c1 | 12 | -3
Cc1onc(-c2ccccc2Cl)c1C(=O)NCC1CCCO1 (configuration not stated) | 10 | -1
c1ccc(-c2csc(Nc3ccc4c(c3)OCCO4)n2)cc1 | -1 | -9
CCCCC(CC)C(=O)Nc1ccc(C#N)cc1 (configuration not stated) | 5 | 10
O=C(O)CCc1ccc(-c2ccc(Br)cc2)n1Cc1ccco1 | 3 | -3
C/C(=C(\C#N)C(=O)NCCN1CCOCC1)N(C)C | -10 | 0
Cc1c(C(=O)Nc2ccccc2)oc2c1C(=O)CC(C)(C)C2 | 7 | 1
CCCc1nnc(NC(=O)c2cccs2)s1 | 4 | 0
CCCCSc1nc(O)c(Cc2ccccc2)c(=O)[nH]1 | -4 | 12
CCn1c(SCC(=O)c2ccc(Cl)cc2)nnc1-c1cccs1 | 11 | -1
Cc1ccc(S(=O)(=O)N2CN(Cc3ccco3)c3nc4ccccc4nc32)cc1 | 8 | 0
CCOC(=O)Cn1c(=N)n(CCOc2ccc3ccccc3c2)c2ccccc21 | 9 | -1
Cc1ccc(OCC(=O)NC2=NCCS2)cc1 | -1 | -8
Oc1ccc(COCc2ccccc2)c2cccnc12 | 7 | -4
CC1(C)CC(C(=O)Nc2nccs2)CCO1 (configuration not stated) | 9 | 4
CC(C)CCNC(=O)c1ccc(CSCc2cccc(F)c2)o1 | 9 | -2
Cc1ccc(S(=O)(=O)N2CCN(S(=O)(=O)N(C)C)CC2)c(C)c1 | 7 | -4
COC(=O)c1nnc(-c2ccccc2)c(-c2ccccc2)n1 | 7 | 4
COCCCNc1ncnc2sc3c(c12)CCC(C)C3 (configuration not stated) | 7 | 0
O=C(COc1ccc(F)cc1)OCCN1CCOCC1 | -13 | -14
Cc1ccc(C2=N/C(=C/c3cccs3)C(=O)N2Nc2ccccc2)cc1 | 15 | -3
O=c1[nH]nc(Cc2ccc(Cl)cc2Cl)c2ccccc12 | 5 | 10
O=C(Nc1cccnc1)c1cnn2cccnc12 | 9 | 3
COc1ccccc1C(C)NC(=O)c1ccc(C)o1 (configuration not stated) | 7 | 3
O=C1CCCN1CC(CN1CCOCC1)Sc1nc2ccccc2c(=O)n1-c1ccccc1 (configuration not stated) | 3 | -2
CCn1c(SCC(=O)Nc2ccc(S(N)(=O)=O)cc2)nnc1-c1ccccc1OC | 9 | -9
COC(=O)COc1cccc(NC(=O)c2ccc(C)cc2)c1 | 2 | 1
CCOc1ccc(NC(=S)Nc2ccc(C)c([N+](=O)[O-])c2)cc1 | -10 | 11
(cont.)
SMILES | FXIIa inh | FXIa inh
Cc1cc(C)n(-c2nncc(-c3ccccc3)n2)n1 | 7 | -3
CCn1c(Cc2ccccc2)nnc1SCC(=O)Nc1nc(C)cs1 | -13 | 2
CCOc1cc(C)nc(Oc2ccc(=O)[nH]n2)n1 | 2 | 5
COc1ccc(-c2noc(C3CCCN(S(=O)(=O)c4cccc(Cl)c4C)C3)n2)cc1OC (configuration not stated) | 4 | -4
N#C/C(=N\Nc1ccccc1)C(=N)N1CCCCC1 | -4 | -1
CCN(C(=O)Cn1c(=O)n(Cc2ccccc2)c(=O)c2ccccc21)c1cccc(C)c1 | 5 | 2
Cc1cc(C)nc(SCc2nnc(SCC(=O)Nc3nc(-c4ccccc4)cs3)n2C)n1 | 6 | 5
Cc1ccc2c(c1)c(=O)c1c3n2CCN(C(=O)CCl)C3CC1 (configuration not stated) | 5 | -5
CCOC(=O)c1ccc(NC(=O)c2cc3ccccc3o2)cc1 | -9 | -2
CC1=C(C(N)=O)C(c2sccc2C)n2nnnc2N1 (configuration not stated) | 4 | 1
CC1(C)CCCN(C(=O)N2c3ccccc3Sc3ccccc32)C1 | 3 | 1
COc1cc(C2C(C#N)=C(N)Oc3cc(O)ccc32)cc(OC)c1OC (configuration not stated) | 0 | -3
O=C(OCC(=O)N1CCOCC1)c1ccc(Cl)nc1 | 6 | -9
Cc1cc(NC(=O)CSc2nnnn2C)n(-c2ccccc2)n1 | 11 | -1
CC(=O)O[C@H]1C[C@@H]2CC[C@@H]3[C@H](CC[C@@]4(C)[C@H]3C[C@H]([N+]3(C)CCCCC3)[C@@H]4OC(C)=O)[C@@]2(C)C[C@@H]1[N+]1(C)CCCCC1 | 8 | 4
CC1=NN(C(N)=S)C(=O)C1N=Nc1c(C)cc(C)cc1C (configuration not stated) | 4 | 0
CCc1nnc(NC(=O)CSc2nccn2-c2cccc(C)c2)s1 | 1 | 0
COc1c(Cl)cc(Cl)cc1C(=O)n1nc(C)cc1C | -2 | -2
CCOc1cc(CNn2nnnc2N)ccc1OCC(=O)NC(C)(C)C | 5 | -3
CNC(=O)CN(C1CCCCC1)S(=O)(=O)c1ccc(F)cc1 | 1 | -1
CN(C)CCNCc1ccc(OC2CCCC2)cc1 | 5 | 0
COc1ccc(-c2nc3ccccc3s2)cc1O | 3 | 1
COc1cc(/C=C2/C(=N)N3C=CSC3=NC2=O)ccc1OCCCOc1cc(C)ccc1C | 5 | 9
CCCOP(=O)(OCCC)c1c([N+](=O)[O-])cc(C(F)(F)F)cc1[N+](=O)[O-] | 6 | -5
COc1ccc(Nc2ncc(C(=O)N3CCN(c4ccc(F)cc4)CC3)c3ccccc23)cc1 | 2 | 7
CN(C)c1ccc(NC(=O)Oc2ccccc2)cc1 | -3 | -1
O=C(COc1ccccc1)N1CCN(C(=O)c2ccco2)CC1 | -7 | -5
Cc1ccc(NC(=O)CC(O)(C(F)(F)F)C(F)(F)F)cc1 | -4 | -1
O=c1c2ccccc2ncn1-c1ccc(Cl)c(Cl)c1 | 3 | -1
CCN(CC)S(=O)(=O)c1ccc(-c2nnc(SCC(=O)Nc3nnc(C)s3)n2CC)cc1 | 5 | -5
Cc1ccc(C(C)n2cc(C(=O)NCc3cccnc3)nn2)cc1 (configuration not stated) | 5 | -1
COc1ccccc1N1CCN(CC(=O)Nc2ccc(Cl)c(C(F)(F)F)c2)CC1 | 7 | 7
CCC(=O)N1CCc2cc(S(=O)(=O)Nc3ccc4c(c3)OCCO4)ccc21 | -11 | 3
CCOC(=O)c1cnc2c(-c3ccccc3)c(C)nn2c1N | 1 | 5
COc1ccc2nc(SCC(=O)NN)cc(C)c2c1 | 2 | 0
CCOCCCNC(=O)C1CCN(S(=O)(=O)c2ccc(C)cc2)CC1 | 7 | 4
CSc1ccccc1C(=O)NCCc1ccc(S(=O)(=O)N2CCCCC2)cc1 | 4 | 12
NCCCCCc1nnc(SCc2ccccc2Cl)o1 | 7 | -3
C=CCn1c(N)c(C(=O)Nc2ccc(C)cc2)sc1=S | 5 | 2
COCCN(C(=O)Nc1ccccc1)c1ccccc1 | -1 | 0
COc1ccc(CCC(=O)N2CC(C)OC(C)C2)cc1 (configuration not stated) | 6 | 3
C=CCSC1=C(C#N)C2(CCCCC2)C(C#N)C(=O)N1 (configuration not stated) | 7 | 1
CS(=O)(=O)N(CC(=O)N1CCCCCC1)c1cccc(Br)c1 | 3 | 11
CC1CCN(CCCNC(=O)CCCNC(=O)Cn2cnc3sc4c(c3c2=O)CCCC4)CC1 | 6 | -2
COc1ncnc2c1oc1nc(C(C)C)c3c(c12)CC(C)(C)OC3 | 13 | 1
COc1ccc(/C(C)=C(\C#N)C(=O)OC(C)C)cc1OC | 6 | -1
O=C1OCC(CO)(CO)N=C1NNc1cc(Cl)ccc1Cl | 7 | -10
COc1ccc(NC(=O)CN2CCC(C(N)=O)(N3CCCCC3)CC2)cc1 | 2 | -8
CCn1nccc1C(=O)Nc1ccc(Cl)cn1 | -17 | 13
CCOC(=O)C1CCN(Cc2nc3ccccc3c(=O)n2-c2ccc(F)cc2)CC1 | 0 | -3
CCOC(=O)C1=C(C)NC(=O)NC1c1cc(C)sc1C (configuration not stated) | 1 | -2
COC(=O)C1=C(C)NC(=O)CC1c1ccccc1 (configuration not stated) | 2 | -1
CCSc1nnc(NC(=O)NCC(F)(F)F)s1 | 3 | -2
Cc1cc2cc(C(c3nnnn3C3CCCC3)N(Cc3cccnc3)Cc3ccco3)c(=O)[nH]c2cc1C (configuration not stated) | 7 | 5
